MMP13 inhibition = MMP13 inhibitors among fluorescent compounds, confirmation, biochemical, possible fluorescent artifacts, delta fluorescence (AID 734); MMP13 fTHP FRET cleavage, delta fluorescence 4 h; stronger effect = higher value; inhibition, %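 (each compound tested at 4 µM nominal in triplicate)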; 5,100 tested, under 10 active;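 active = inhibition above the mean inhibition over all tested compounds plus 3 SD, cut at about 75% in these data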;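 also: 0% = DMSO only wells and 100% = 8 µM reference MMP13 inhibitor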
* marks the source's active call; other numbers are inactive results. A portion of the library, so the mix of outcomes need not match the whole.

SMILES	MMP13 inhibition
Nc1c(C(=O)NC2CCCC2)c2nc3ccccc3nc2n1CC1CCCO1 (stereo not drawn)	-6.6
CN1CCc2nc(SCC(=O)OC(C)(C)C)c(C#N)cc2C1	4.6
CC[C@@H](CO)NC(=O)[C@@H]1C=C2c3cccc4c3c(cn4C)C[C@H]2N(C)C1	-35.6
CCOC(=O)C(O)(c1ccc(N)c(OC)c1)C(F)(F)F (stereo not drawn)	9.7
CCOc1ccc2[nH]c(=O)c(CN(CCO)C3(c4nnnn4C4CCCCC4)CCCCC3)cc2c1	7.6
CC(C)OCCCNC(=O)c1c(N)n(Cc2cccs2)c2nc3ccccc3nc12	-38.5
CC(C)OC(=O)c1c(N)n(CC2CCCO2)c2nc3ccccc3nc12 (stereo not drawn)	16.4
O=P(O)(O)/C=C(\Cl)c1ccccc1	-2.5
CCCCOCCCn1c(N)c(C(=O)OCCOC)c2nc3ccccc3nc21	-55.1

Looked up above.
In MMP13 inhibition, CN1CCc2nc(SCC(=O)OC(C)(C)C)c(C#N)cc2C1 reads 4.6
In MMP13 inhibition, O=P(O)(O)/C=C(\Cl)c1ccccc1 reads -2.5

Three entries from above, ordered by heavy-atom count, low to high:
SMILES	MMP13 inhibition
O=P(O)(O)/C=C(\Cl)c1ccccc1	-2.5
CN1CCc2nc(SCC(=O)OC(C)(C)C)c(C#N)cc2C1	4.6
CCCCOCCCn1c(N)c(C(=O)OCCOC)c2nc3ccccc3nc21	-55.1

Screening results as filed in PubChem.
